Screening results deposited in PubChem by several laboratories.
UGM FP inh – Mtb UDP-galactopyranose mutase inhibition. P9WIQ1. purified UGM, fluorescence polarization probe displacement. inhibition, % at 10 µM. hit rate 0.06% among 320,000; in the data active = inhibition above about 10%, passing the limit was not always enough; inconclusive = no clear call, values can overlap the other calls
Target sequence (P9WIQ1 whole entry, looked up): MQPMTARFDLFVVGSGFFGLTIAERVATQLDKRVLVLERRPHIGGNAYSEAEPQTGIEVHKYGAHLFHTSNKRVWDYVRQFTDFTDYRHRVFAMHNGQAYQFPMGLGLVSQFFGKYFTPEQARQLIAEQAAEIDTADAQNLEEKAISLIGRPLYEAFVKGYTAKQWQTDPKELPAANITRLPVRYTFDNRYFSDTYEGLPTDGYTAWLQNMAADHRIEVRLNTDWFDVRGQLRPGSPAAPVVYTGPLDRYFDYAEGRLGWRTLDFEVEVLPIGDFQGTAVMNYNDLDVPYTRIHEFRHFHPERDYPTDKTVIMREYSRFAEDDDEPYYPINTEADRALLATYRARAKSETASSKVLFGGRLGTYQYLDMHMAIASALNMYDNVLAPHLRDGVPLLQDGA
BioA inh – inhibitors of Mycobacterium tuberculosis BioA enzyme | inhibition, % at 9.99 µM | hit rate 0.096% among 360,000 | purified M. tuberculosis BioA enzyme, plate reader | AID 602481; in the data active = inhibition above about 40%; inconclusive = no clear call, values can overlap the other calls
Rv3671c protease – Rv3671c (M. tuberculosis) protease inhibition | inhibition, % at 5.96 µM | hit rate 0.048% among 320,000 | AID 2606; in the data active = inhibition above about 38%;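 note: extracellular domain of Rv3671c used as enzyme; 0% = enzyme with DMSO and 100% = no enzyme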
Target sequence (P9WHR9 whole entry, looked up, the tested form may be a part): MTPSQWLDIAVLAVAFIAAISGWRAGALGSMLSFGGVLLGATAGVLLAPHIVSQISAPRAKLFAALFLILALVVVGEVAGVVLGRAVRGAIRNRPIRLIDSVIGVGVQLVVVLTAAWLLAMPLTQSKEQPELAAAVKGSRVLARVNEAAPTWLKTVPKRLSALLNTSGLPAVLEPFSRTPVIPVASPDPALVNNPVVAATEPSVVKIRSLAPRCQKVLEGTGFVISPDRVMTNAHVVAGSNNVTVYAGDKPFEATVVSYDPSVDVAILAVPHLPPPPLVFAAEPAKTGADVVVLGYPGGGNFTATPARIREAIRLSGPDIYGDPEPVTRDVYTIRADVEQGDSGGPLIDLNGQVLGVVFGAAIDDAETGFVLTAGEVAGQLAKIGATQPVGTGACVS
MazF activator – increases E. coli MazEF RNase cleavage of RNA; P0AE70; FAM/BHQ RNA-DNA oligo cleavage fluorescence, 5 h; activation, % at 20 µM; hit rate 0.32% among 350,000; AID 504720; in the data active = activation above about 50%
FadD28 FP inh – M. tuberculosis FadD28 bisubstrate binding inhibition; inhibition, % at 12.5 µM; AID 588549; FadD28 bisubstrate probe binding, fluorescence polarization; hit rate 0.22% among 360,000; in the data active = inhibition above about 8.5%, passing the limit was not always enough; inconclusive = no clear call, values can overlap the other calls
FBA Mtb inh – inhibits M. tuberculosis FBA enzyme | inhibition, % at 1 µM | P9WQA3 | purified M. tuberculosis FBA, fluorescence read-out | hit rate 2.3% among 360,000 | AID 588726; in the data active = inhibition above about 27%;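 note: 0% = vehicle and 100% = reference inhibitor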
BoNT F protease – blocks Botulinum neurotoxin F light chain protease. Multiplex microsphere protease cleavage assay, flow cytometry. hit rate 0.22% among 360,000. inhibition, % at 10 µM. AID 588497; in the data active = inhibition above about 35%, passing the limit was not always enough; inconclusive = no clear call, values can overlap the other calls; note: plate controls were buffer without enzyme for full effect and enzyme alone for no effect
VHR inh abs – inhibitors of human VHR1 phosphatase (DUSP3); recombinant VHR phosphatase, pNPP absorbance; AID 1654; P51452; hit rate 0.52% among 290,000; inhibition, % at 13.3 µM; in the data active = inhibition above about 50%; note: some compounds called inactive have numbers as strong as hits
Target sequence (P51452 whole entry, looked up): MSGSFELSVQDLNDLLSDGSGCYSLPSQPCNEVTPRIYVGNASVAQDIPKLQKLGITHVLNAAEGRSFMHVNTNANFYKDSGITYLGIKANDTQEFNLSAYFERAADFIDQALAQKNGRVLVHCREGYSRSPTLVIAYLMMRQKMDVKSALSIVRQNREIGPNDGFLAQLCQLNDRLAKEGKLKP
GDH-TPI counter – counter-screen for M. tuberculosis FBA inhibitors: GDH-TPI coupled enzymes. GDH-TPI coupled enzyme counterscreen, NADH absorbance. inhibition, % at 4.8 µM. hit rate 1.2% among 360,000. AID 588335;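 note: 0% = DMSO wells and 100% = wells lacking the enzyme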
CCHFV vOTU inh – CCHFV vOTU protease inhibition; inhibition, % at 11.5 µM; AID 651958; Pep-AMC fluorescence; hit rate 0.55% among 370,000; note: 0% = vehicle wells with enzyme and 100% = no enzyme wells
An asterisk follows results filed as active; ? = inconclusive; · = no result given. Cut-off read from the data, not from the text of the source, unless noted: active = inhibition above about 30%; inactive = the rest.

SMILES | UGM FP inh | BioA inh | Rv3671c protease | MazF activator | FadD28 FP inh | FBA Mtb inh | BoNT F protease | VHR inh abs | GDH-TPI counter | CCHFV vOTU inh
Cc1ccc(S(C)(=O)=O)cc1C(=O)OCC(=O)N1CCCC1=O | · | -0.6 | · | 8 | -1.0 | 1 | -17 | · | -5 | 2
CCOC(=O)c1[nH]c(C)c(C(=O)OCC(=O)N(CC)C2CCS(=O)(=O)C2)c1C (stereo not drawn) | 2.6 | 1.1 | 0 | 12 | -0.6 | 1 | -4 | 2 | 1 | 4
CC(=O)CC1OC(=O)C(Br)=C1NCc1ccccc1 (stereo not drawn) | 0.1 | -0.8 | 11 | -5 | -2.3 | -1 | -2 | 32 | 3 | -9
COc1ccccc1-c1nnc(SCC(=O)OC(C)C)o1 | -3.1 | · | 0 | -2 | -0.3 | 3 | 1 | -10 | -9 | -16
COC(=O)COc1cc(=O)oc2ccc(NS(=O)(=O)c3ccccc3)cc12 | -1.0 | 2.5 | -6 | 10 | · | 1 | -7 | 20 | -3 | 2
Cc1ccc(NC(=S)NC2CCN(Cc3ccccc3)CC2)cc1 | 2.1 | · | 5 | 3 | -2.0 | -2 | -11 | 5 | 2 | -4
Cc1ccc(CNC(=O)C2CCC(=O)N(CCc3cccc(F)c3)C2)cc1 (stereo not drawn) | -1.5 | 0.9 | -9 | 3 | -1.9 | 1 | 5 | 9 | 2 | -12
CNC[C@H]1OCc2ccccc2-c2ccccc2C(=O)N([C@H](C)CO)C[C@H]1C | · | -2.0 | · | 0 | -0.7 | 0 | -2 | · | 7 | 18
Cc1cc(C)c(S(=O)(=O)N2CCCOC2CNC(=O)C(=O)NCc2cccs2)c(C)c1 (stereo not drawn) | 0.7 | · | -5 | 0 | -4.4 | 1 | -3 | 10 | 14 | -3
CC(C)CNC(=O)c1oc2ccccc2c1COc1ccccc1 | 1.3 | -0.9 | -6 | -13 | -3.1 | 1 | 0 | -6 | 0 | 8
CC(C)N(C)c1ncnc2c1ncn2[C@H]1CN(Cc2ccc3c(c2)OCO3)C[C@@H](CO)O1 | · | 0.1 | · | · | -3.8 | 0 | -3 | · | -2 | -9
Cc1ccc(NC(=O)c2ccc3c(c2)OCCO3)nc1 | 2.5 | -0.2 | 3 | -3 | -3.1 | -2 | 8 | · | 10 | -5
Cc1onc(-c2ccccc2)c1CNS(=O)(=O)c1ccc(F)cc1F | 1.5 | 4.0 | 0 | 5 | -4.4 | -2 | ? | 6 | -10 | 9
CCOC(=O)c1sc(NC(=O)C2CSC3(C)CCC(=O)N23)nc1C (stereo not drawn) | -1.5 | -2.2 | 7 | 1 | -3.2 | 0 | -2 | · | 4 | 4
O=C1c2ccsc2SCCN1Cc1c(Cl)cccc1Cl | 0.0 | · | 3 | 12 | -3.6 | -4 | -4 | 15 | -15 | 16
Cc1ccc(NC(=O)CCC(=O)OC(C(=O)c2ccc(C)c(C)c2)c2ccccc2)c(C)c1 (stereo not drawn) | 0.3 | -5.4 | 1 | 11 | 0.0 | 1 | 5 | 20 | 8 | -2
O=C(CSc1nnc(-c2cccnc2)n1-c1ccccc1)N1CCN(c2ccc(F)cc2)CC1 | 0.9 | 4.2 | 3 | 5 | -0.7 | -1 | 4 | 28 | 4 | 7
COc1cc(N)c(Cl)cc1C(=O)OCC(=O)N1c2ccccc2NC(=O)C1(C)C | · | 0.9 | 3 | -3 | -1.1 | 1 | 13 | · | 2 | -10
Cc1cccc(C)c1NC(=O)c1cccc(COc2cc(Cl)ccc2Cl)c1 | -3.2 | -0.8 | -5 | 25 | -1.5 | 1 | 1 | -6 | 11 | -4
Cc1ccccc1OCCn1cc(/C=C(\C#N)C(=O)NCc2ccco2)c2ccccc21 | 0.7 | · | -8 | -45 | 0.7 | 2 | -5 | 3 | 11 | 0
CCNC(=O)CC1SC(=Nc2ccc(C)cc2)NC1=O (stereo not drawn) | -3.6 | · | 1 | 10 | -0.1 | 0 | -6 | 14 | -5 | -3
COc1ccc(CNC(=O)[C@@H]2CC=C[C@@H]3CCN(Cc4ccc(Cl)c(Cl)c4)C(=O)[C@@H]32)cc1 | 2.1 | 0.0 | 3 | 0 | -6.0 | 0 | -8 | · | 4 | 5
COC(=O)[C@@H](Cc1c[nH]c2ccccc12)NC(=O)CNC(=O)c1ccccc1OC | -0.3 | -2.0 | 1 | 8 | -2.0 | 1 | 2 | -2 | -9 | 12
O=C(O)c1cc(C(F)(F)F)nc2ccccc12 | 3.1 | -2.4 | -3 | 6 | -3.2 | -4 | 2 | 8 | 0 | 0
Cc1cccc(-c2nnc(SCc3ccccc3)o2)c1 | -0.5 | -0.9 | -8 | 2 | -2.0 | -5 | -1 | 24 | -1 | -3

In the list so far, these contain four or more nitrogen atoms.
SMILES | UGM FP inh | BioA inh | Rv3671c protease | MazF activator | FadD28 FP inh | FBA Mtb inh | BoNT F protease | VHR inh abs | GDH-TPI counter | CCHFV vOTU inh
CC(C)N(C)c1ncnc2c1ncn2[C@H]1CN(Cc2ccc3c(c2)OCO3)C[C@@H](CO)O1 | · | 0.1 | · | · | -3.8 | 0 | -3 | · | -2 | -9
O=C(CSc1nnc(-c2cccnc2)n1-c1ccccc1)N1CCN(c2ccc(F)cc2)CC1 | 0.9 | 4.2 | 3 | 5 | -0.7 | -1 | 4 | 28 | 4 | 7

Next section:
SMILES | UGM FP inh | BioA inh | Rv3671c protease | MazF activator | FadD28 FP inh | FBA Mtb inh | BoNT F protease | VHR inh abs | GDH-TPI counter | CCHFV vOTU inh
CCOC(=O)N1CCN(C(=O)CN(c2cccc(C)c2)S(=O)(=O)c2ccccc2)CC1 | 2.3 | 0.1 | -2 | -2 | -4.7 | -2 | 9 | 30 | -4 | 2
O=C(Nc1cccc(Br)c1)c1cccc(OC(=S)N2CCOCC2)c1 | 3.5 | -0.8 | -27 | -10 | -2.3 | -1 | -4 | 6 | 0 | 0
Cc1ccc(C)c(OCCn2c(=O)c3c(ncn3C3CCCC3)n(Cc3ccccc3)c2=O)c1 | -2.0 | · | -8 | -6 | -1.9 | -1 | 0 | 0 | -6 | 3
CCOc1ccc(-c2nnc3ccc(SCC(=O)Nc4cc(C)on4)nn23)cc1 | 2.6 | · | 2 | -9 | -0.6 | 1 | 2 | 11 | 7 | -10
CCC(C)(C)c1ccc(OCCCC[n+]2cccc(C)c2)c(C(C)(C)CC)c1 | · | · | · | 20 | -5.6 | -1 | -6 | -20 | 1 | 40*
Cc1ccccc1-n1nnnc1SCC(N)=O | -1.6 | -1.1 | 3 | 12 | -1.4 | 2 | -17 | 19 | 11 | -6
COc1ccc(OC)c(NC(=O)C2CCN(S(=O)(=O)c3cccs3)CC2)c1 | 2.4 | · | -1 | 3 | -0.8 | 0 | 2 | -12 | 9 | -5
O=C(NCCc1ccncc1)Nc1ccc(F)cc1 | -0.3 | -0.6 | 0 | 0 | -2.5 | 3 | -5 | -13 | 4 | 14
CCN(c1ccccc1)S(=O)(=O)c1ccc(OCC(=O)Nc2cc(C)on2)cc1 | -0.8 | · | 9 | -4 | -1.8 | 1 | 3 | -22 | -9 | -7
CC(=O)c1ccc(NC(=O)Nc2ccc(S(=O)(=O)N3CCCC3)cc2)cc1 | 0.0 | 18 | · | 4 | 3.3 | 0 | 2 | 23 | 13 | 5
CCOC(=O)CSC1=C(C#N)C(c2ccc(OC)cc2)C2=C(CC(C)(C)CC2=O)N1 (stereo not drawn) | 3.4 | 9.1 | -6 | -3 | -1.4 | -3 | 0 | -8 | 14 | 16
C=CCc1ccc(OCCOCCOc2ccc(C)cc2[N+](=O)[O-])c(OC)c1 | -1.7 | 0.2 | 2 | -10 | -0.9 | 3 | -3 | 4 | 5 | 25
CCOC(=O)[C@]1(C#N)[C@@H]2C=CC(C(C)=O)=CN2[C@@H](C(N)=O)[C@@H]1c1ccsc1 | 3.7 | 1.7 | -3 | -118 | -1.5 | 1 | 7 | 2 | 12 | 4
O=C(CSc1nnnn1-c1ccc(Cl)cc1)NNC(=O)c1ccc([N+](=O)[O-])cc1 | 1.0 | · | -8 | 2 | -0.3 | -4 | -12 | -14 | 6 | 7
CCn1c(SCC(=O)Nc2cccc(OC)c2)nc2c(c1=O)SCC2 | 0.7 | 17 | 7 | -1 | -3.9 | 0 | · | · | 18 | 5
COc1ccccc1N1CCN(C(=O)CSc2nc3ccccc3[nH]2)CC1 | -0.3 | -0.2 | -5 | 1 | -0.2 | 1 | -4 | 48 | -3 | 2
O=C(Nc1ccccc1)Nc1ccc(Br)cc1F | -1.3 | -1.0 | 7 | -5 | -1.8 | 1 | -7 | 5 | 5 | 0
CCC(C)(C)NC(=O)CN(C(=O)CCC(=O)Nc1cc(C)ccn1)c1ccc2c(c1)OCCO2 | 1.0 | · | -3 | -1 | -2.4 | 0 | -4 | 18 | -5 | 7
O=C(COC(=O)c1ccncc1)c1ccc(Br)cc1 | -0.4 | · | 4 | 8 | -2.7 | -3 | -1 | 15 | -6 | -16
CCSc1ccc([C@@H]2[C@@H]3C(=O)N(CC)C(=O)[C@@H]3[C@]3(C(=O)OC)CCCN23)cc1 | 1.1 | 0.6 | -9 | -3 | -2.9 | -2 | -2 | · | 15 | -5
COc1ccc(C(=O)NC2CCCN(Cc3ccc(Cl)cc3)C2)c(OC)c1 (stereo not drawn) | 0.6 | 1.7 | -1 | 9 | -4.8 | -1 | -7 | -23 | -12 | -1
CC(C)c1ccc(NCCC(=O)c2cccs2)cc1 | 2.1 | · | 6 | -8 | -0.5 | -5 | -7 | 2 | -3 | 21
O=Cc1cn(-c2ccccc2)nc1-c1ccccn1 | -1.3 | 0.2 | -17 | -6 | -2.3 | 5 | -4 | -2 | 6 | -10
COc1ccc(-c2ccc(CN3C(C(C)C)C(=O)N(Cc4cn(CCC5OCCO5)nn4)CCS3(=O)=O)cc2)cc1 (stereo not drawn) | · | -0.2 | · | 17 | -2.6 | 0 | -4 | · | 6 | 8
Cc1ccc2c(c1)CC1(CN2C)C(=O)NC(=O)N(C(C)C)C1=O (stereo not drawn) | -4.8 | -1.3 | 9 | -3 | 0.6 | -3 | 2 | 28 | 9 | -9
COC(=O)c1cc(OC)c(OC)cc1NC(=S)Nc1cc(Cl)ccc1OC | -4.2 | · | 3 | 6 | -1.7 | 2 | -8 | 18 | 11 | 8

Part of the list above, field by field.
CCN(c1ccccc1)S(=O)(=O)c1ccc(OCC(=O)Nc2cc(C)on2)cc1
  UGM FP inh: -0.8	BioA inh: ·	Rv3671c protease: 9	MazF activator: -4	FadD28 FP inh: -1.8	FBA Mtb inh: 1	BoNT F protease: 3	VHR inh abs: -22	GDH-TPI counter: -9	CCHFV vOTU inh: -7
CC(=O)c1ccc(NC(=O)Nc2ccc(S(=O)(=O)N3CCCC3)cc2)cc1
  UGM FP inh: 0.0	BioA inh: 18	Rv3671c protease: ·	MazF activator: 4	FadD28 FP inh: 3.3	FBA Mtb inh: 0	BoNT F protease: 2	VHR inh abs: 23	GDH-TPI counter: 13	CCHFV vOTU inh: 5
CCOC(=O)CSC1=C(C#N)C(c2ccc(OC)cc2)C2=C(CC(C)(C)CC2=O)N1 (stereo not drawn)
  UGM FP inh: 3.4	BioA inh: 9.1	Rv3671c protease: -6	MazF activator: -3	FadD28 FP inh: -1.4	FBA Mtb inh: -3	BoNT F protease: 0	VHR inh abs: -8	GDH-TPI counter: 14	CCHFV vOTU inh: 16
C=CCc1ccc(OCCOCCOc2ccc(C)cc2[N+](=O)[O-])c(OC)c1
  UGM FP inh: -1.7	BioA inh: 0.2	Rv3671c protease: 2	MazF activator: -10	FadD28 FP inh: -0.9	FBA Mtb inh: 3	BoNT F protease: -3	VHR inh abs: 4	GDH-TPI counter: 5	CCHFV vOTU inh: 25

This is a random part of the collection, and some 4.9% of all compounds hit somewhere here.
